High-throughput results deposited in PubChem by National Center for Advancing Translational Sciences (NCATS).
GAA glycogen mod: inhibitors or activators of human alpha-glucosidase glycogen cleavage; P10253; recombinant GAA, glycogen substrate, Amplex Red glucose oxidase fluorescence; Potency, µM (titrated, usually from 76.4 µM), for inactives: at the highest dose activity change, negative = inhibition, usual class: inhibitors; 300,000 tested, 0.38% active; AID 2100;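 note: 0% = full enzyme reaction and -100% = no-enzyme basal signal; the screen sought inhibitors and activators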
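Natural-substrate format: glycogen cleavage by 4 nM human enzyme, glucose read by Amplex Red coupling (Ex 573, Em 610 nm). Normalized to enzyme and no-enzyme controls.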
NPSR antag: blocks cAMP signaling of the human neuropeptide S receptor. Q6W5P4. CHO-NPSR cells, cAMP TR-FRET, antagonist mode. Potency, µM (series often up to 38.3 µM), for inactives: top-dose activity change, negative = inhibition, usual class: inhibitors. 220,000 tested, 1% active. AID 1461; note: % is set by controls: 0 for no effect and ±100 for the full control effect; nearly all actives have a fitted effect of over 50% in size; many of its hits are not listed in these tables
Target sequence (Q6W5P4 whole entry, looked up): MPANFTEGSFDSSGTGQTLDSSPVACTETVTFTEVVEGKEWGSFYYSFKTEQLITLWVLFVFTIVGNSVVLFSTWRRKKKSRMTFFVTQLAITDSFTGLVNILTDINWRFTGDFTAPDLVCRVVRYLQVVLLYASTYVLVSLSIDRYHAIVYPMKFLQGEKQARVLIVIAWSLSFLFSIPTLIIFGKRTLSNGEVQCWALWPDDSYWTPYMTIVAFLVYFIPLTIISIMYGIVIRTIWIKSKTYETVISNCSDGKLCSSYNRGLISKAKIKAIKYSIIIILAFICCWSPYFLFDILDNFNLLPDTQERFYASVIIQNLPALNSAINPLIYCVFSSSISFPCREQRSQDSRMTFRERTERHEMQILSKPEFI
ALDH1A1 block: inhibitors of human aldehyde dehydrogenase 1A1 | P00352 | Purified ALDH1A1, NADH fluorescence, propionaldehyde substrate | Potency, µM (series often up to 75.3 µM), inactives show at the top dose activity, negative = inhibition, hits mostly inhibitors | 220,000 tested, 7.3% active; active = well fitted inhibition curve with a large enough effect, not every such curve was filed as active; inconclusive = small, poorly fitted or top-dose-only effect, or another doubt; inactive = no such curve, though single readings can be large or run the other way;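 note: plate controls were no enzyme wells and a reference inhibitor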
Target sequence (P00352 whole entry, looked up): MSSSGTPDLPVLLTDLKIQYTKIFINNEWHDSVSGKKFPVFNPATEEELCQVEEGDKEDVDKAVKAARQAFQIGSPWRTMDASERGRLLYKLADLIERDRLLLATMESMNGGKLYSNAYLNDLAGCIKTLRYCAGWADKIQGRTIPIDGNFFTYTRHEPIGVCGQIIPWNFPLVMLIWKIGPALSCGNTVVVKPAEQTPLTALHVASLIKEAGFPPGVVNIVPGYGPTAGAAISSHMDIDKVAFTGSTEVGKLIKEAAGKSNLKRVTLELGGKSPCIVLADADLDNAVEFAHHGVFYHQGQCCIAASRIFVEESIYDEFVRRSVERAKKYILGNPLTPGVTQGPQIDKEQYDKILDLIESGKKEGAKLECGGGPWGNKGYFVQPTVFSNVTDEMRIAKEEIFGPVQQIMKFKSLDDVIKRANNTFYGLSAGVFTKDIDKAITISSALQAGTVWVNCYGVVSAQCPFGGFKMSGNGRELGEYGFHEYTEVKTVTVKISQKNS
Epigenetic derep: derepresses silenced GFP reporter in murine cells. 280,000 tested, 0.2% active. murine LDR cells, GFP reporter derepression, 30 h. Potency, µM (highest dose often 53.9 µM), without a hit: at the highest dose GFP activation, actives largely listed as activators. AID 1865; note: % of control where 0% means no effect; nearly all actives have a fitted effect of over 60% in size
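GFP-positive cell count by laser-scanning cytometry (objects 20–120 um) after 30 h, 37 C compound exposure of murine LDR cells; reporter is CMV-GFP integrated at a silenced locus, inducible by HDAC or DNMT inhibitors.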
aGlu spleen mod: inhibits or activates alpha-glucosidase in human spleen homogenate. P10253. human spleen homogenate, 4-MU-alpha-glucoside fluorescence. Potency, µM (titrated, usually from 79.9 µM), for inactives: at the top dose activity change, negative = inhibition, hits mostly inhibitors. 240,000 tested, 0.006% active. AID 2112;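 note: 0% = enzyme with vehicle and -100% = no enzyme basal signal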
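Human spleen homogenate (1 ug) with 4-methylumbelliferyl-alpha-D-glucopyranoside (1 mM final) in 50 mM citrate/phosphate pH 5.0, 0.01% Tween-20; 40 min at 37 C. Stopped at pH 10; 4-MU fluorescence Ex 365/Em 440 nm; AC50 by Hill fit.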
GLA spleen mod: inhibits or activates alpha-galactosidase in human spleen homogenate; P06280; human spleen homogenate, 4MU-alpha-Gal fluorescence, 40 min; Potency, µM (top dose mostly 80 µM), inactives show top-dose activity change, negative = inhibition, hits mostly inhibitors; 240,000 tested, 0.008% active; AID 2107;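 note: 0% = enzyme with vehicle and -100% = no enzyme basal signal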
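Human spleen homogenate (1 ug) was the enzyme source, with 4-methylumbelliferyl-alpha-D-galactopyranoside (1 mM final) in pH 5.0 citrate buffer with 0.01% Tween-20. Compounds were titrated; after 40 min at 37C, NaOH/glycine stop, 4-MU fluorescence read; AC50 from Hill fits.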
GAA inhib: alpha-glucosidase (human) inhibition. P10253. purified human GAA, 4-MU-alpha-glucoside fluorescence. Potency, µM (series often up to 76.9 µM), for inactives: top-dose activity change, negative = inhibition, hits mostly inhibitors. 200,000 tested, 0.005% active;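 note: plate controls were uninhibited enzyme wells for no effect and no-enzyme background for full effect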
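Read-out is 4-methylumbelliferone fluorescence (Ex 365/Em 440 nm) after NaOH/glycine stop at pH 10. Enzyme 4 nM, substrate 400 uM, pH 5.0 citrate buffer, 20 min room temperature; AC50 from Hill-equation concentration-response.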
Tau fluor counter: counter-screen for tau fibril formation inhibitors | tau K18 P301L Alexa594 fluorescence, heparin fibrillization | Potency, µM (top dose mostly 57.7 µM), for the others: at the highest dose activity change, negative = decrease | 280,000 tested, 0.93% active; note: % is set by controls: 0 for no effect and ±100 for the full control effect; nearly all actives have a fitted effect of over 55% in size
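Human tau K18 P301L (15 uM unlabeled, 0.24 uM Alexa 594-labeled) in 100 mM sodium acetate pH 7 with 20 uM heparin, 6 hr at 37 C. ThT 30 uM added, 1 hr ambient; Alexa 594 FP and total fluorescence read at 555/632 nm.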
Starred values were filed as active, the others as inactive; [ ] = remark or other dose. Unless noted, calls come from the whole dose curve; as a rule, active = well fitted curve in the direction sought with a large enough effect; inconclusive = small, poorly fitted or top-dose-only effect, or another doubt; inactive = no such curve, though single readings can be large; an effect the other way counts as inactive or inconclusive. Potency is the fitted concentration of half-maximal effect. Some of the compounds tested; the hit share may differ from the screen's.

Screening Cn1c(-c2cc(Br)ccc2O)n[nH]c1=S returned GAA glycogen mod -4%, NPSR antag -3%[46.1 µM], ALDH1A1 block 3%, Epigenetic derep -2.1%, aGlu spleen mod -6%, GLA spleen mod -7%, GAA inhib -5% and Tau fluor counter 3%.
For COc1ccc(OC)c(S(=O)(=O)N2CCC(C(=O)Nc3cccc(C)c3C)CC2)c1 the results were GAA glycogen mod 6%, NPSR antag -26%[46.1 µM], ALDH1A1 block 0%, Epigenetic derep -0.3%, aGlu spleen mod -2%, GLA spleen mod -4%, GAA inhib 2% and Tau fluor counter -11%.
`Cc1ccc(NC(=O)/C(=C\c2ccccc2)NC(=O)c2ccco2)cc1` gave GAA glycogen mod 0%, NPSR antag 6%, Epigenetic derep 6.2%, aGlu spleen mod -2%, GLA spleen mod 3% and Tau fluor counter 0%.
CC(=O)Nc1nonc1NC(=O)c1ccc(C(C)(C)C)cc1 was read as GAA glycogen mod 0%, NPSR antag -15%[46.1 µM], ALDH1A1 block -8%, Epigenetic derep -1.2%, aGlu spleen mod -11%, GLA spleen mod 2%, GAA inhib 3% and Tau fluor counter -7%.
Cc1nn(C)cc1/C=N/NC(=O)c1ccc2c(c1)OCO2 was read as GAA glycogen mod 2%, NPSR antag -15%[46.1 µM], ALDH1A1 block 0%, Epigenetic derep -1.2%, aGlu spleen mod -2%, GLA spleen mod -12%, GAA inhib -4% and Tau fluor counter -8%.
FC(F)(F)c1cccnc1Oc1ccc(C2=NCCS2)cc1 was read as GAA glycogen mod 6%, NPSR antag 4%, ALDH1A1 block inconclusive, Epigenetic derep 6.6%, aGlu spleen mod 1%, GLA spleen mod 3%, GAA inhib 1%[15.4 µM] and Tau fluor counter inconclusive.
For COc1ccc(C2NC(=O)c3ccccc3N2)cc1OC (stereo unspecified) the results were GAA glycogen mod 12%, NPSR antag -6%[46.1 µM], ALDH1A1 block inconclusive, Epigenetic derep 0.5%, aGlu spleen mod 3%, GLA spleen mod 18%, GAA inhib -3%[15.4 µM] and Tau fluor counter -14%.
Screening O=C1N=C(N2CCCC2C(=O)O)S/C1=C\c1ccco1 (stereo unspecified) returned GAA glycogen mod -1%, NPSR antag -8%, ALDH1A1 block -10%, Epigenetic derep -1.8%, aGlu spleen mod -4%, GLA spleen mod -6%, GAA inhib -18% and Tau fluor counter -1%.
`O=C(Nc1nc2ccsc2c(=O)s1)c1ccc(F)cc1` gave GAA glycogen mod 4%, NPSR antag inconclusive, Epigenetic derep -1.0%, aGlu spleen mod -1% and GLA spleen mod -1%.
For Cc1c(C)c2ccc(Oc3ccc([N+](=O)[O-])cc3C(F)(F)F)c(C)c2oc1=O the results were GAA glycogen mod 5%, NPSR antag -23%[46.1 µM], ALDH1A1 block 2%, Epigenetic derep -2.3%, aGlu spleen mod -9%, GLA spleen mod -7%, GAA inhib -3% and Tau fluor counter -2%.
O=C(COC(=O)c1ccc(Sc2ccccc2)c([N+](=O)[O-])c1)NC1CCCc2ccccc21 (stereo unspecified) was read as GAA glycogen mod 11%, NPSR antag 3%[46.1 µM], ALDH1A1 block 0%, Epigenetic derep 4.7%, aGlu spleen mod 1%, GLA spleen mod -5%, GAA inhib -1% and Tau fluor counter -20%.
COc1ccc(C(=O)NC(=S)NCC2CCCO2)cc1 (stereo unspecified) was read as GAA glycogen mod 8%, NPSR antag 2%, ALDH1A1 block inconclusive, Epigenetic derep -1.3%, aGlu spleen mod -4%, GLA spleen mod 2%, GAA inhib -1% and Tau fluor counter 8%.
Screening S=c1nc[nH]c2c1[nH]c1ccc(Cl)cc12 returned GAA glycogen mod 5%, NPSR antag -17%, Epigenetic derep 1.1%, aGlu spleen mod -6%, GLA spleen mod 0% and Tau fluor counter -2%.
`COc1ccc(NCc2nnc(SCC(=O)Nc3cc(C)cc(C)c3)o2)cc1` gave GAA glycogen mod -29%, NPSR antag -11%[46.1 µM], ALDH1A1 block 3.2µM*, Epigenetic derep -1.1%, aGlu spleen mod 0%, GLA spleen mod -8%, GAA inhib 0% and Tau fluor counter inconclusive.
For C/C=C\C=C/C(=O)Nc1cccc(C2=NOC3(C2)C[C@H](C(N)=O)N(C(=O)Cc2ccc([N+](=O)[O-])cc2)C3)c1 (stereo partly specified) the results were GAA glycogen mod 5%, NPSR antag 16%, Epigenetic derep 0.0%, aGlu spleen mod 1%, GLA spleen mod 1% and Tau fluor counter -11%.

Looked up by structure from above:
For COc1ccc(OC)c(S(=O)(=O)N2CCC(C(=O)Nc3cccc(C)c3C)CC2)c1 the results were GAA glycogen mod 6%, NPSR antag -26%[46.1 µM], ALDH1A1 block 0%, Epigenetic derep -0.3%, aGlu spleen mod -2%, GLA spleen mod -4%, GAA inhib 2% and Tau fluor counter -11%.
CC(=O)Nc1nonc1NC(=O)c1ccc(C(C)(C)C)cc1 was read as GAA glycogen mod 0%, NPSR antag -15%[46.1 µM], ALDH1A1 block -8%, Epigenetic derep -1.2%, aGlu spleen mod -11%, GLA spleen mod 2%, GAA inhib 3% and Tau fluor counter -7%.

(cont.)
C/C(=N\NC(=O)CCc1c(C)n[nH]c1C)c1ccc([N+](=O)[O-])cc1 was read as GAA glycogen mod 6%, NPSR antag 2%, Epigenetic derep 0.1%, aGlu spleen mod -1%, GLA spleen mod -10% and Tau fluor counter -7%.
`CC1(C(=O)Nc2cccc(C(F)(F)F)c2)CO1` (stereo unspecified) gave GAA glycogen mod -10%, NPSR antag 15%, ALDH1A1 block -3%, Epigenetic derep -0.1%, aGlu spleen mod 5%, GLA spleen mod 0%, GAA inhib 7% and Tau fluor counter 5%.
`CCN(C(=O)COc1ccccc1)C1CCCCC1` gave GAA glycogen mod 13%, NPSR antag -4%, ALDH1A1 block -6%, Epigenetic derep -1.5%, aGlu spleen mod 7%, GLA spleen mod 2%, GAA inhib -1% and Tau fluor counter -9%.
Screening COc1ccc(CCNC(=O)/C=C/C(=O)O)cc1 returned GAA glycogen mod 12%, NPSR antag -1%, ALDH1A1 block inconclusive, Epigenetic derep 1.3%, aGlu spleen mod -2%, GLA spleen mod -1%, GAA inhib 9% and Tau fluor counter 6%.
`CCCC(=O)NNC(=O)CC(=O)Nc1ccccc1C(=O)O` gave GAA glycogen mod 0%, NPSR antag 51%, Epigenetic derep -0.7%, aGlu spleen mod 4%, GLA spleen mod -5% and Tau fluor counter -13%.
Screening CCCc1cnc(N2CCN(C(=S)NC)CC2)nc1 returned GAA glycogen mod -9%, NPSR antag -9%, ALDH1A1 block 9%, Epigenetic derep 2.2%, aGlu spleen mod 2%, GLA spleen mod 9%, GAA inhib -6% and Tau fluor counter -15%.
Screening CCC1OC(=O)C(C)[C@@H](O[C@H]2C[C@@](C)(OC)C(O)C(C)O2)C(C)[C@@H](O[C@@H]2OC(C)CC(N(C)C)C2O)[C@](C)(O)CC(C)/C(=N\OCOCCOC)[C@H](C)C(O)[C@]1(C)O (stereo partly specified) returned ALDH1A1 block -1%, Epigenetic derep 0.0%, aGlu spleen mod -6%, GLA spleen mod 2% and Tau fluor counter -10%.
For Cc1ccc(NC(=O)COC(=O)c2cc(Cl)ccc2Cl)c(Br)c1 the results were GAA glycogen mod -3%, NPSR antag 10%, ALDH1A1 block 6%, Epigenetic derep 1.0%, aGlu spleen mod 7%, GLA spleen mod -2%, GAA inhib 3% and Tau fluor counter 9%.
S=C(NCc1ccncc1)NC1CCCCC1 was read as GAA glycogen mod 3%, NPSR antag 10%, ALDH1A1 block 4%, Epigenetic derep -0.1%, aGlu spleen mod 3%, GLA spleen mod 8%, GAA inhib 1% and Tau fluor counter -8%.
C/C(=N/NC(=O)c1ccncc1)c1c[nH]c2ccccc12 was read as GAA glycogen mod 2%, NPSR antag 5%, ALDH1A1 block 5%, Epigenetic derep 1.2%, aGlu spleen mod 7%, GLA spleen mod 0%, GAA inhib 3% and Tau fluor counter -15%.
`Cc1ccc(C23CC4CC(CC(NC(=O)NCCN(C)C)(C4)C2)C3)cc1` gave GAA glycogen mod 11%, NPSR antag 13%[46.1 µM], ALDH1A1 block 1%, Epigenetic derep 2.9%, aGlu spleen mod -5%, GLA spleen mod -6%, GAA inhib 2% and Tau fluor counter -9%.
For Cc1c(Br)c([N+](=O)[O-])nn1CC(=O)N1CCCc2ccccc21 the results were GAA glycogen mod -13%, NPSR antag -10%[46.1 µM], ALDH1A1 block inconclusive, Epigenetic derep -1.1%, aGlu spleen mod -8%, GLA spleen mod 2%, GAA inhib -4% and Tau fluor counter -7%.
For O=C(c1ccccc1Oc1ccccc1)N1CCN(c2ccccc2F)CC1 the results were GAA glycogen mod -6%, NPSR antag inconclusive, ALDH1A1 block -8%, Epigenetic derep -0.8%, aGlu spleen mod -3%, GLA spleen mod -2%, GAA inhib 0% and Tau fluor counter -3%.
`O=[N+]([O-])c1cc2c(c(CSc3ncccn3)c1)OCOC2` gave GAA glycogen mod 3%, NPSR antag -9%, ALDH1A1 block -3%, Epigenetic derep -1.8%, aGlu spleen mod 4%, GLA spleen mod 4%, GAA inhib -3% and Tau fluor counter -4%.
CC1CCCCN1C(=O)CCn1c(=S)oc2ccccc21 (stereo unspecified) was read as GAA glycogen mod 6%, NPSR antag -7%, ALDH1A1 block inconclusive, Epigenetic derep 2.4%, aGlu spleen mod -1%, GLA spleen mod 3%, GAA inhib -5%[15.4 µM] and Tau fluor counter -2%.
COc1ccc(N2C3=[N+](CCCC3)CC2(C)O)cc1 (stereo unspecified) was read as GAA glycogen mod -9%, NPSR antag -5%[46.1 µM], ALDH1A1 block 3%, Epigenetic derep 0.0%, aGlu spleen mod -4%, GLA spleen mod 5%, GAA inhib 4% and Tau fluor counter -3%.
CC1CC2(C)Oc3ccccc3CC2C(C)C1CNCCCN(C)C (stereo unspecified) was read as GAA glycogen mod 1%, NPSR antag -34%, ALDH1A1 block -1%, Epigenetic derep -4.1%, aGlu spleen mod -7%, GLA spleen mod -7%, GAA inhib -9% and Tau fluor counter -4%.
For Fc1cccc(Cl)c1/C=N/n1c(-c2cccnc2)n[nH]c1=S the results were GAA glycogen mod 8%, NPSR antag -20%, ALDH1A1 block inconclusive, Epigenetic derep -0.7%, aGlu spleen mod 6%, GLA spleen mod 8%, GAA inhib 5% and Tau fluor counter -1%.
